Assay outcomes: PubChem BioAssay, National Center for Advancing Translational Sciences (NCATS)
Rab9 prom act – activates the Rab9 promoter; Huh7 Rab9 promoter-luciferase reporter, luminescence, 24 h; Potency, µM (titrated, usually from 9.22 µM), for inactives: at the top dose activation, negative = inhibition, most hits filed as activators; 2.8% of 320,000 active; AID 485297; also: potency is read from the fitted curve at half-maximal effect; % of control where 0% means no effect; nearly all actives have a fitted effect of over 60% in size
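Huh7 cells stably carrying Rab9 promoter–luciferase reporter, plated 1500 cells/well, compound added after 2 h and incubated 24 h at 37 °C; luciferase luminescence then read after 10 min with detection reagent.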
VP16 counter – inhibits Gal4-VP16 luciferase reporter, ROR gamma counter-screen; Drosophila S2 Gal4-VP16 UAS-luciferase, luminescence, 20 h; Potency, µM (titrated, usually from 53.6 µM), for inactives: at the highest dose activity, negative = inhibition, actives largely listed as inhibitors; 3.5% of 310,000 active; AID 2546;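 also: Gal4-VP16 expression switched on by copper sulfate through the metallothionein promoter; potency is read from the fitted curve at half-maximal effect; % is scaled to controls: 0 for no effect and ±100 for the full control effect; nearly all actives have a fitted effect of over 50% in size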
NPC1 promoter act – NPC1 promoter activation; Huh7 NPC1 promoter luciferase reporter, 24 h; 2.4% of 320,000 active; Potency, µM (doses to about 9.22 µM), inactives show at the highest dose activation, hits mostly activators;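 also: potency is read from the fitted curve at half-maximal effect; % of control where 0% means no effect; nearly all actives have a fitted effect of over 60% in size; reporter is driven by a mutant NPC1 promoter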
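Luminescence from an NPC1 promoter-driven luciferase reporter in stably transfected Huh7 cells was measured after 24 h compound treatment at 37 °C, followed by 10 min ambient incubation with luciferase detection reagent.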
Giardia killer – kills Giardia lamblia; Giardia lamblia trophozoite viability; 0.15% of 340,000 active; activity change, % at 7.66 µM, hits read low; AID 540267; in the data active = activity change below about -80%; inconclusive = between about -30% and that limit;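 also: parasites exposed to compound for two days anaerobically before the ATP read; % is scaled to controls: 0 for no effect and ±100 for the full control effect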
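Luminescent ATP signal served as the viability read-out, measured 15-30 min after adding ATP detection reagent to trophozoites that had been incubated with compounds for 48 hrs at 37 deg C anaerobically at 100 cells/well.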
RORgamma inh – inhibitors of mouse ROR gamma transcriptional activity; P51450; Drosophila S2 Gal4-RORgamma UAS-luciferase reporter, 20 h; Potency, µM (series often up to 53.6 µM), without a hit: at the highest dose activity change, negative = inhibition, actives largely listed as inhibitors; 5.4% of 310,000 active; AID 2551; also: potency is read from the fitted curve at half-maximal effect; % is scaled to controls: 0 for no effect and ±100 for the full control effect; nearly all actives have a fitted effect of over 60% in size
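Using a luciferase readout, inhibitors were identified by reduced reporter activity in Drosophila cells coexpressing a copper-inducible Gal4–ROR gamma fusion and UAS-driven Photinus luciferase, incubated 20 hr after 700 uM copper sulfate.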
Tb PFK inh – inhibitors of T. brucei phosphofructokinase; O15648; T. brucei PFK, ADP-Glo luminescence; Potency, µM (series often up to 57.5 µM), inactives show at the top dose activity, negative = inhibition, most hits filed as inhibitors; 0.17% of 330,000 active; AID 485367;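 also: potency is read from the fitted curve at half-maximal effect; 0% = uninhibited 1x PFK enzyme wells and -100% = no-enzyme wells; nearly all actives have a fitted effect of over 60% in size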
Target sequence (O15648 whole entry, looked up): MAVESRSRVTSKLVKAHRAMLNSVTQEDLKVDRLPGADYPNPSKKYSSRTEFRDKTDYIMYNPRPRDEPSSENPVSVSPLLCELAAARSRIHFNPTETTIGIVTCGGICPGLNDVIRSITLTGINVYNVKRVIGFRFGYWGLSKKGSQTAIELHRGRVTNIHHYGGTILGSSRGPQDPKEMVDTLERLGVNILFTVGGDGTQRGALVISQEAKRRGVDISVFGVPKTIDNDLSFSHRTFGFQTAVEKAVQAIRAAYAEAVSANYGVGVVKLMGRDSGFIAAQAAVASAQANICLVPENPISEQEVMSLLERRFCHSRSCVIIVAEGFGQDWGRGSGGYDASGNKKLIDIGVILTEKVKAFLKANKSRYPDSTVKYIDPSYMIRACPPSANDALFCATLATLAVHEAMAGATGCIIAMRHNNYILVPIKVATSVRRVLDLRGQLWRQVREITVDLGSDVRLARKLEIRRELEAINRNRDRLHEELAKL
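Luminescent ADP detection (ADP-Glo, two-step: ATP depletion then ADP-to-ATP conversion for luciferase) reported PFK activity after 45 min room-temperature reaction of 1.25 nM enzyme with 0.5 mM F6P and 0.1 mM ATP at pH 8.0.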
KCNH2 3.1 block – blocks the human KCNH2 3.1 channel isoform | 0.95% of 340,000 active | activity change, % (tested at about 1.8 µM) | AID 720553 | U2OS KCNH2 3.1, thallium flux FluxOr; active compounds read low;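 active = maximum activity change below -70%; inconclusive = maximum activity change from -70% to -50%; inactive = maximum activity change above -50%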;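 also: thallium influx rate constant from kinetic fluorescence after stimulation buffer; % is scaled to controls: 0 for no effect and ±100 for the full control effect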
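Kinetic fluorescence (2 min after stimulation buffer) measures Tl+ influx through KCNH2 3.1 expressed by viral transduction in U2OS cells; the rate constant is normalized against DMSO controls serving as positive and negative references.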
FLuc counter – counter-screen for miR-21 project: firefly luciferase inhibitors or activators; 6.9% of 360,000 active; Potency, µM (series often up to 57.5 µM), without a hit: at the highest dose activity change, negative = inhibition, most hits filed as inhibitors; purified FLuc, Km substrates, luminescence inhibition;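 also: potency is read from the fitted curve at half-maximal effect; plate controls were vehicle for no effect and reference inhibitor for full effect; nearly all actives have a fitted effect of over 55% in size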
Target sequence (P08659 whole entry, looked up): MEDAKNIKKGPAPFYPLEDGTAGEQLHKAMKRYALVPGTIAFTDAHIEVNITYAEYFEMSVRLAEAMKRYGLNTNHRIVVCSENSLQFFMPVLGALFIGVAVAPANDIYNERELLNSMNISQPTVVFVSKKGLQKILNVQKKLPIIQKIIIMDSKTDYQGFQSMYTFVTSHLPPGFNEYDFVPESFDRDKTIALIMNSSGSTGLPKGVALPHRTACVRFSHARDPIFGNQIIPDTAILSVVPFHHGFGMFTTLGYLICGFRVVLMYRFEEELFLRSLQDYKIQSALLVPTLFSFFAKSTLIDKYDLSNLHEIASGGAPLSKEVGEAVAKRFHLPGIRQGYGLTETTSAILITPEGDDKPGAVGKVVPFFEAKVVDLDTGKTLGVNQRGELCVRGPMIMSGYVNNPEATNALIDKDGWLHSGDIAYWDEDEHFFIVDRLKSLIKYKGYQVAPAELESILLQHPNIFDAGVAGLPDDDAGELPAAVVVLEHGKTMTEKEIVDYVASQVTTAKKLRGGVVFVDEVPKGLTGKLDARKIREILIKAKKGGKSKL
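Biochemical qHTS of compounds, final roughly 60 µM downward over six points, against 10 nM purified firefly luciferase using Km concentrations of substrates (10 uM D-luciferin, 10 uM ATP) in Tris acetate pH 7.5 buffer; luminescence output.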
ELG1 genotox – induces genotoxicity in HEK293T cells with luciferase-tagged ELG1; 1.3% of 330,000 active; Potency, µM (top dose mostly 46 µM), without a hit: at the highest dose activity change, positive = activation, hits mostly activators; HEK293T ELG1-luciferase reporter, luminescence, 16 h; also: potency is read from the fitted curve at half-maximal effect; % of control where 0% means no effect; nearly all actives have a fitted effect of over 60% in size
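Luminescence read-out: rising ELG1-luciferase signal, reflecting elevated ELG1 protein under genetic stress, flags genotoxic compounds. Cells were treated for 16 hr at 37 °C before ONE-Glo detection.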
Coupling enz – inhibits coupling enzyme system, counter-screen for aldolase hits; AID 2472; activity change, negative = inhibition, % at 58.2 µM, hits read low; coupling enzyme system counterscreen, AmpLite Red fluorescence; 0.67% of 290,000 active; in the data active = activity change below about -30%; also: % is scaled to controls: 0 for no effect and ±100 for the full control effect
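Coupling enzymes only (glyceraldehyde-3-phosphate) + compound, at 57.5 uM final, 10 min RT; add substrate/coupling/AmpLite Red mix, 20 min RT; fluorescence ex 525/em 598 nm. Actives flag coupling-system interference.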
uPA generation – cell surface uPA generation inhibition. cell surface uPA generation assay, qHTS. Potency, µM (titrated, usually from 38.3 µM), for the others: top-dose activity change, negative = inhibition, usual class: inhibitors. 0.31% of 330,000 active. AID 540303; active = well fitted inhibition curve with a large enough effect; inconclusive = small, poorly fitted or top-dose-only effect; inactive = no such curve, though single readings can be large or run the other way; tested in mouse RAW 264.7 cells; also: potency is read from the fitted curve at half-maximal effect; % is scaled to controls: 0 for no effect and ±100 for the full control effect; nearly all actives have a fitted effect of over 55% in size
Starred values were filed as active, the others as inactive; ? = inconclusive; nt = not tested or not shown; [ ] = dose if it differs, or a comment. Unless noted, calls follow the shape of the dose curve; as a rule, active = well fitted curve in the direction sought with a large enough effect; inconclusive = small, poorly fitted or top-dose-only effect, or another doubt; inactive = no such curve, though single readings can be large; an effect the other way counts as inactive or inconclusive.

SMILES	Rab9 prom act	VP16 counter	NPC1 promoter act	Giardia killer	RORgamma inh	Tb PFK inh	KCNH2 3.1 block	FLuc counter	ELG1 genotox	Coupling enz	uPA generation
O=[N+]([O-])c1c(-c2cn[nH]c2)n[nH]c1-c1cn[nH]c1	-7%	1%	0%	6	-2%	3%	-1	1%	-1%	0	2%
Cc1c(C(=O)N2CCC(C(N)=O)CC2)sc(N)c1C#N	2%	1%	0%	8	24%	2%	6	6%	1%	7	4%
CCCc1[nH]nc2c1C(c1ccc(OC)cc1OC)C(C#N)=C(N)O2 (stereo unspecified)	-1%	5%	-3%	-10	12%	-4%	3	-5%	-3%	1	-11%
COc1ccc(CNC(=O)CN2C(=O)CSc3ccc(S(=O)(=O)N4CCCCC4)cc32)cc1	-7%	1%	-6%	-14	11%	1%	-1	1%	-2%[9.26 µM]	-3	-10%
COc1ccccc1C(=O)N=c1sc2c(C)ccc(OC)c2n1C	26%	20%	?	9	-33%	1%	20	15µM*	?	-12	-2%
CC(C)Oc1ccc(CCC(=O)NNC(=S)Nc2ccccc2)cc1	0%	-17%	4%	-16	21%	3%	-2	0%	-2%	8	-5%
CC(NC(=O)C(NS(=O)(=O)c1cccc2nsnc12)C(C)C)c1ccccc1 (stereo unspecified)	3%	-2%	1%	-26	-5%	1%	0	0%	0%	1	12%
O=C(NCc1cccs1)Nc1cc(Cl)ccc1Cl	7%	2%	-13%	2	?	10%	-6	-1%	-1%	3	0%
COc1ccc(S(=O)(=O)Nc2ccc(-c3ccc(N4CCCC4)nn3)cc2)cc1C	2%	nt	1%	-5	nt	5%	-8	-3%	2%	nt	-7%
FC(F)Oc1ccc(-n2cc(-c3ccc(Cl)cc3)[n+]3c2CCCCC3)cc1	-14%	-14%	2%	-18	6%	1%	8	-3%	-11%	2	-1%
COC(=O)C1=C(C)NC2=C(C(=O)c3ccccc32)C1c1ccc(-c2ccc(C(=O)O)cc2)o1 (stereo unspecified)	3%	0%	-4%	10	12%	13%	-1	-19%	0%	-3	-4%
CC1=C(C(N)=O)C(c2ccc(Br)cc2)n2nc(CCCO)nc2N1 (stereo unspecified)	0%	-6%	-1%	1	20%	-10%	-3	-1%	1%	3	-2%
COC(=O)c1ccccc1NC(=O)c1sc(=S)n(C)c1N	-3%	-7%	-1%	-18	7%	-2%	-2	-3%	-3%	1	2%
COc1cc2c(cc1OC)C(COc1ccc(F)cc1)N(C(C)=O)CC2 (stereo unspecified)	-1%	-4%	0%	18	-1%	-12%	7	0%	0%	1	4%
CCC1CCCCN1C(=O)CSc1nnc(CNC(=O)c2ccco2)o1 (stereo unspecified)	18%	1%	0%	14	-6%	1%	-6	5%	1%	2	3%
O=C(/C(=C/O)N=Nc1ccccc1Cl)c1ccccc1	-4%	-14%	1%	-12	9%	-4%	4	21µM*	-4%	2	-2%
Cn1ccs/c1=N\C(=O)Nc1cccc(Cl)c1	0.71µM*	-8%	0.89µM*	-8	0%	-4%	8	7.6µM*	5.2µM*	0	?
O=C(NCC1CCCO1)C1CC(=O)N(c2cccc(Cl)c2)C1 (stereo unspecified)	0%	-12%	-28%	5	-5%	-3%	1	0%	2%	1	-1%
COc1ccc(-c2onc3ccc(C(C)=O)cc23)cc1	27%	6%	?	?	-21%	1%	0	?	-5%	-1	4%
COc1ccc2cc(C#N)c(NC(C)C)nc2c1	-4%	-12%	0%	9	41%	1%	8	0%	-6%	0	-1%
COc1ccc(C(C)=O)cc1CN1C(=O)NC(CC(C)C)C1=O (stereo unspecified)	-3%	2%	-5%	-7	1%	-4%	23	-1%	2%	2	12%
CCC(C)[C@H](NC(=O)NCCCc1ccccc1)C(=O)OC (stereo partly specified)	0%	12%	-3%	-6	32%	2%	10	1%	0%	6	nt
CC(=O)N1N=C(c2ccccc2)CC1c1cccc([N+](=O)[O-])c1 (stereo unspecified)	0%	-14%	2%	-11	1%	-4%	12	-1%	0%	0	-2%
COc1ccccc1CNc1ccc2nnc(CCNC(=O)c3ccc(C)cc3)n2n1	4%	0%	0%	8	-5%	-1%	-4	-1%	6%	0	-4%
CC(=O)/C=C/c1ccc2ccccc2n1	-5%	?	-27%	9	10µM*	-3%	1	?	?	nt	-13%

Part of the list above in another layout:
| Compound | Rab9 prom act | VP16 counter | NPC1 promoter act | Giardia killer | RORgamma inh | Tb PFK inh | KCNH2 3.1 block | FLuc counter | ELG1 genotox | Coupling enz | uPA generation |
| --- | --- | --- | --- | --- | --- | --- | --- | --- | --- | --- | --- |
| Cn1ccs/c1=N\C(=O)Nc1cccc(Cl)c1 | 0.71µM* | -8% | 0.89µM* | -8 | 0% | -4% | 8 | 7.6µM* | 5.2µM* | 0 | ? |
| O=C(NCC1CCCO1)C1CC(=O)N(c2cccc(Cl)c2)C1 (stereo unspecified) | 0% | -12% | -28% | 5 | -5% | -3% | 1 | 0% | 2% | 1 | -1% |
| COc1ccc(-c2onc3ccc(C(C)=O)cc23)cc1 | 27% | 6% | ? | ? | -21% | 1% | 0 | ? | -5% | -1 | 4% |
| COc1ccc2cc(C#N)c(NC(C)C)nc2c1 | -4% | -12% | 0% | 9 | 41% | 1% | 8 | 0% | -6% | 0 | -1% |
| COc1ccc(C(C)=O)cc1CN1C(=O)NC(CC(C)C)C1=O (stereo unspecified) | -3% | 2% | -5% | -7 | 1% | -4% | 23 | -1% | 2% | 2 | 12% |
| CCC(C)[C@H](NC(=O)NCCCc1ccccc1)C(=O)OC (stereo partly specified) | 0% | 12% | -3% | -6 | 32% | 2% | 10 | 1% | 0% | 6 | nt |
| CC(=O)N1N=C(c2ccccc2)CC1c1cccc([N+](=O)[O-])c1 (stereo unspecified) | 0% | -14% | 2% | -11 | 1% | -4% | 12 | -1% | 0% | 0 | -2% |
| COc1ccccc1CNc1ccc2nnc(CCNC(=O)c3ccc(C)cc3)n2n1 | 4% | 0% | 0% | 8 | -5% | -1% | -4 | -1% | 6% | 0 | -4% |
| CC(=O)/C=C/c1ccc2ccccc2n1 | -5% | ? | -27% | 9 | 10µM* | -3% | 1 | ? | ? | nt | -13% |

Next records follow:
SMILES	Rab9 prom act	VP16 counter	NPC1 promoter act	Giardia killer	RORgamma inh	Tb PFK inh	KCNH2 3.1 block	FLuc counter	ELG1 genotox	Coupling enz	uPA generation
Cc1ccc(NC(=O)CSc2nnc(-c3cccnc3)o2)c(C)c1	-1%	nt	-3%	-20	nt	0%	4	3%	?	nt	19%
COC(=O)c1ccccc1NC(=O)CN(CCc1ccccc1)S(C)(=O)=O	nt	-6%	nt	1	-3%	nt	-2	0%	nt	-7	-4%
CC(C)C(NS(=O)(=O)c1cccs1)C(=O)Nc1nc(C(C)(C)C)cs1 (stereo unspecified)	1%	-12%	-3%	-9	11µM*	3%	9	0%	-4%	3	-3%
O=C1c2ccccc2NC(c2cccc(F)c2)N1Cc1ccccc1 (stereo unspecified)	0%	1%	-3%	10	-13%	-2%	-13	3%	-3%	-1	-13%
CCCOc1ccc(C(C)=O)cc1CSCCC#N	2%	-13%	-3%	-5	16%	-1%	4	2%	-2%	3	4%
COc1ccc(S(=O)(=O)N2CCCCC2)cc1C(C)C	-7%	-1%	0%	-2	-5%	-1%	-16	9%	-2%	2	18%
CN(C)CCN1CC(O)=C(c2nc3ccccc3s2)C1=N	-2%	6%	-4%	-5	-16%	3%	-6	-1%	0%	-1	4%
CC(CCc1ccc(O)cc1)N1CCC(Oc2ccc(C(=O)N3CCCC3)cc2)CC1 (stereo unspecified)	-4%	0%	1%	-3	1%	0%	-41	0%	-1%	nt	-12%
CCOC(=O)N1CCN(C(=O)Cc2c(C(=O)O)n(C)c3ccccc23)CC1	-13%	-1%	-2%	5	4%	3%	-9	-17%	0%	6	-1%
C=CCn1c(-c2ccc(OC)cc2)nc2nc3ccccc3nc21	-1%	-7%	1%	3	24%	0%	2	?	14%	-1	2%
O=C1CCC/C(=N/Nc2ccc(Cl)cc2)C1	4%	?	-3%	-4	27%	7%	0	?	2%	-34*	-17%
